Screening data: PubChem, Sanford-Burnham Center for Chemical Genomics
LMPTP block – LMPTP (human) inhibition; recombinant LMPTP-A, OMFP fluorogenic substrate, fluorescence intensity; 0.22% of 360,000 active; P24666; inhibition, % at 20 µM; AID 651560;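 active = compounds that cut the enzyme signal by at least half of the control window in the single-dose screen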;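 also: plate controls were DMSO wells with enzyme plus substrate for no effect and substrate without enzyme for full effect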
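Assay system: LMPTP-A phosphatase enzyme | Input: 0.625 nM enzyme | Also added: Fluorogenic phosphatase substrate OMFP at 400 µM final | Compound dosing: One test concentration per compound, 20 µM, with 3% DMSO overall | Schedule: 50 min enzyme reaction at room temperature, protected from light | Signal: Fluorescence intensity | Benchmarks: no-enzyme and uninhibited controls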
DNMT1 block – inhibitors of human DNMT1. AID 588458. DNMT1 molecular beacon, Hinp1I cleavage, fluorescence. inhibition (reported as % activation of signal), % at 10 µM. 0.83% of 360,000 active. P26358; in the data active = inhibition above about 50%
Target sequence (P26358 504-1616 limits assumed): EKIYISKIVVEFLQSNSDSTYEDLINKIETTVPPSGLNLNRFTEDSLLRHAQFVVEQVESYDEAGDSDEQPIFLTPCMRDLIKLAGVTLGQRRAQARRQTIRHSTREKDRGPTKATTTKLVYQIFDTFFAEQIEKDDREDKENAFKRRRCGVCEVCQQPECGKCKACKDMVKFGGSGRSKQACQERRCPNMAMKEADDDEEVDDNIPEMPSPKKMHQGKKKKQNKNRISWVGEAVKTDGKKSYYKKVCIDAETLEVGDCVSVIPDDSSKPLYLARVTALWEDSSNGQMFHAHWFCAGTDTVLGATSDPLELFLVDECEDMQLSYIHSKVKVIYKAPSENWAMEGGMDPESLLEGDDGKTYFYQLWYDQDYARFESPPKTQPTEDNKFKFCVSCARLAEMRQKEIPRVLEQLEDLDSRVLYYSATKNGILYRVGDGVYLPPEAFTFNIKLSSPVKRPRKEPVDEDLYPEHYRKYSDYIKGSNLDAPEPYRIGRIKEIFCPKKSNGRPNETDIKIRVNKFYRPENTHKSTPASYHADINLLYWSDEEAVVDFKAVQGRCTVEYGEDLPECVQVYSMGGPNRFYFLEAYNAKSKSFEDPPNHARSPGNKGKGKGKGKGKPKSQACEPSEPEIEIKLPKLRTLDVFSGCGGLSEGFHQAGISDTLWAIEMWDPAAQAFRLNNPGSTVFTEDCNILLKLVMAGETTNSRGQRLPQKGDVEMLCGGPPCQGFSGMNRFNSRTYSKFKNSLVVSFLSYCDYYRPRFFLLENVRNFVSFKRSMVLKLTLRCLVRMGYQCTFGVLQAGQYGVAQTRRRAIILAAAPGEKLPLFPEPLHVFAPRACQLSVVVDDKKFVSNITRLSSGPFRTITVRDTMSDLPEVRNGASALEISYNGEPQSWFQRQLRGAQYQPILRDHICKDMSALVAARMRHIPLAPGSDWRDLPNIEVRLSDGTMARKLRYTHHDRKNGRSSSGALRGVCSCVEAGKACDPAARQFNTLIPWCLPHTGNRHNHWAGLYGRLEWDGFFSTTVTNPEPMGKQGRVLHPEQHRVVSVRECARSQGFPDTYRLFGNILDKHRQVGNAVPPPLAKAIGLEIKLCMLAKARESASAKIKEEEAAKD
NadD block – inhibitors of Staphylococcus aureus NadD; purified NadD enzyme, colorimetric absorbance read-out; inhibition, % at 20 µM; 0.78% of 360,000 active; in the data active = inhibition above about 26%; also: some compounds past the cut are filed as inactive
CendR NRP1 mod – modulators of CendR peptide binding to human neuropilin-1. FAM-RPARPAR peptide binding to NRP-1, fluorescence polarization. inhibition, % at 25 µM. 0.85% of 360,000 active. AID 602438;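 active = inhibition or corrected inhibition above about 18%, plus a signal ratio from 0.5 to 1.5, limit read from the data, passing the limit was not always enough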; also: strong numbers were not always called active
Rpn11 inh – blocks the human proteasome subunit Rpn11; O00487; human 26S proteasome, Ub4-pepOG fluorescence polarization; 20S core pre-blocked with epoxomicin; calls only at 20 µM; 0.59% of 360,000 active; AID 588493;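 active = inhibition at 20 µM, scaled to each plate's controls, above about 33%, limit read from the data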
STEP block – blocks human striatal-enriched tyrosine phosphatase | recombinant STEP, OMFP fluorogenic substrate, fluorescence | AID 588621 | P54829 | 0.25% of 360,000 active | inhibition, % at 20 µM;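 active = inhibition at 20 µM, scaled per plate between control wells, above about 37%, limit read from the data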;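 also: 0% = DMSO with enzyme and substrate and 100% = substrate only without enzyme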
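Also added – OMFP at 25 µM · Test system – STEP tyrosine phosphatase · Technique – FITC-channel fluorescence of OMFP product · Schedule – 20 min at room temperature, dark · Evaluation – control-normalized % inhibition with plate pattern correction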
SUMO1 PPI mod – SUMO1-SIM interaction modulation; SUMO1 binding to a labelled peptide, TR-FRET, 1 h; 0.33% of 360,000 active; P63165; AID 602429; inhibition, % at 20 µM; in the data active = inhibition above about 37%
SKN-1 block – C. elegans SKN-1 inhibition | C. elegans VP596 Pgst-4::GFP/RFP ratio, acrylamide-induced, 24 h | inhibition, % at 21.8 µM | 0.49% of 360,000 active | AID 624304;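 active = interference check ratio from 0.5 to 1.5 plus GFP to RFP signal ratio inhibition reaching or exceeding a fixed threshold, cut at about 30% in these data, passing the limit was not always enough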; also: some compounds called inactive have numbers as strong as hits
Scp-1 inhibitor – blocks human Scp-1 phosphatase activity | Recombinant Scp1, phosphopeptide, malachite green phosphate absorbance | AID 493091 | 0.88% of 340,000 active | inhibition, % at 20 µM | Q9GZU7;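 active = inhibition above about 50% at 20 µM, limit read from the data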;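 also: plate controls were DMSO wells with enzyme for no effect and wells lacking enzyme for full effect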
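Test system: SCP-1 phosphatase catalytic domain, residues 76-261; measured by: colorimetric phosphate reagent with accelerator and stabiliser, absorbance at 630 nm; timing: enzyme reaction 45 min at room temperature, colour 5 min, stabilisation 30 min; also added: Phosphorylated 17-residue peptide substrate; compound dosing: one concentration, 20 µM, with 1.0% DMSO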
MT1-MMP act inh – blocks activation of human MT1-MMP; P50281; HT1080 RFP-PRO-GFP cells, GFP/RFP ratio fluorescence, overnight; percent of plate control window, DMSO zero; GFP/RFP ratio change, % at 20 µM; 0.061% of 360,000 active; AID 651647;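 active = GFP/RFP ratio change of at least 30% with cell ATP level not reduced by more than half and red fluorescence within 50% of control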; also: strong numbers were not always called active
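Test system: HT1080 cells expressing an RFP-PRO-GFP fluorescent reporter construct / Compound dosing: single-point 20 µM compound, 1% DMSO / Schedule: cells overnight before dosing, compound overnight, 37 °C, 5% CO2 / Evaluation: GFP/RFP fluorescence ratio / Control set: DMSO and RFP-L50D-GFP cell wells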
* = called active by the depositor.

`Cc1ccc(-n2cc(CN(C)CCc3cn[nH]c3)c(-c3cccc(C)c3)n2)cc1` gave LMPTP block -0.3, DNMT1 block -1.2, NadD block -4.1, CendR NRP1 mod 8.1, Rpn11 inh inactive, STEP block 0.7, SUMO1 PPI mod -0.5, SKN-1 block 6.0, Scp-1 inhibitor -1.2 and MT1-MMP act inh -1.2.
`Cc1cc(C)cc(OCC(=O)OC(C)C(=O)Nc2c(C)n(C)n(-c3ccccc3)c2=O)c1` (configuration not stated) gave LMPTP block -0.6, DNMT1 block 0.1, NadD block 4.4, CendR NRP1 mod 7.0, Rpn11 inh inactive, STEP block -1.8, SUMO1 PPI mod 1.0, SKN-1 block 0.8, Scp-1 inhibitor -3.4 and MT1-MMP act inh 5.8.
Screening Cc1nc(C)c(-c2nnc(-c3ccc(C(C)(C)C)cc3)o2)cc1C(=O)NN returned LMPTP block 0.3, DNMT1 block -4.0, NadD block 0.0, CendR NRP1 mod -5.0, Rpn11 inh inactive, STEP block 1.3, SUMO1 PPI mod 1.6, SKN-1 block 5.3, Scp-1 inhibitor -4.4 and MT1-MMP act inh -11.4.
Screening O=C(Nn1c(-c2ccc(Cl)cc2)nc2ccccc2c1=O)c1cccnc1Cl returned LMPTP block -0.4, DNMT1 block 2.9, NadD block 9.1, CendR NRP1 mod 6.5, Rpn11 inh inactive, STEP block -2.5, SUMO1 PPI mod 3.9, SKN-1 block 5.3, Scp-1 inhibitor -6.0 and MT1-MMP act inh -0.1.
O=C1Cc2cc(O)ccc2O1 was read as LMPTP block 0.6, DNMT1 block 0.2, NadD block 1.6, CendR NRP1 mod 4.8, Rpn11 inh inactive, STEP block -3.1, SUMO1 PPI mod 5.7, SKN-1 block 18.0, Scp-1 inhibitor -16.0 and MT1-MMP act inh 2.9.
O=C(NCc1ccc(F)cc1)c1cc2c(s1)CS(=O)(=O)C2 was read as LMPTP block -1.4, DNMT1 block -2.2, NadD block 4.2, CendR NRP1 mod 1.0, Rpn11 inh inactive, STEP block -1.2, SUMO1 PPI mod 1.8, SKN-1 block 0.5, Scp-1 inhibitor -13.6 and MT1-MMP act inh -2.1.
For Cc1ccc(N(CC(=O)N/N=C/c2cc(C)n(-c3ccccc3C)c2C)S(C)(=O)=O)cc1 the results were LMPTP block -0.5, DNMT1 block -7.8, NadD block 7.7, CendR NRP1 mod -3.8, Rpn11 inh inactive, STEP block 2.2, SUMO1 PPI mod 2.2, SKN-1 block 6.1, Scp-1 inhibitor -4.2 and MT1-MMP act inh 3.1.
Screening COc1ccc(C2=NO[C@@](CC(=O)O)(C(=O)Nc3ccc4c(c3)OCCO4)C2)cc1 returned LMPTP block 0.1, DNMT1 block -2.3, NadD block -3.6, CendR NRP1 mod 8.8, Rpn11 inh inactive, STEP block 5.2, SUMO1 PPI mod 0.0, SKN-1 block 0.7, Scp-1 inhibitor -6.0 and MT1-MMP act inh 4.4.
`O=C1NC(=O)C2(CCc3ccccc32)N1` (configuration not stated) gave LMPTP block -1.5, DNMT1 block 2.4, NadD block -0.8, CendR NRP1 mod 6.8, Rpn11 inh inactive, STEP block -0.8, SUMO1 PPI mod 1.4, SKN-1 block -9.8, Scp-1 inhibitor -3.3 and MT1-MMP act inh 3.3.
Screening CCc1nnc(SCCSc2nnc(CC)n2N)n1N returned LMPTP block -2.4, DNMT1 block 1.9, NadD block 0.6, CendR NRP1 mod 1.3, Rpn11 inh inactive, STEP block -1.9, SUMO1 PPI mod -1.7, SKN-1 block -2.0, Scp-1 inhibitor -1.0 and MT1-MMP act inh 5.4.
For Cc1ccc(S(=O)(=O)/C(C#N)=C/c2c[nH]c3ccccc23)cc1 the results were LMPTP block 2.8, DNMT1 block -13.8, NadD block -7.0, CendR NRP1 mod 7.8, Rpn11 inh inactive, STEP block -2.7, SUMO1 PPI mod -4.5, SKN-1 block 6.5, Scp-1 inhibitor -17.2 and MT1-MMP act inh 1.0.
`O=C(O)c1ccc(Nc2nc(-c3cccnc3)cs2)cc1` gave LMPTP block 1.7, DNMT1 block -2.0, NadD block -5.0, CendR NRP1 mod 2.1, Rpn11 inh inactive, STEP block -2.1, SUMO1 PPI mod -0.9, SKN-1 block -0.6, Scp-1 inhibitor 0.8 and MT1-MMP act inh 0.3.
`Cc1cccc(OC2CCN(Cc3nc(CC4CC4)no3)CC2)c1` gave LMPTP block -0.6, DNMT1 block 3.7, NadD block -5.6, CendR NRP1 mod 2.2, Rpn11 inh inactive, STEP block -1.4, SUMO1 PPI mod 3.0, SKN-1 block -3.7, Scp-1 inhibitor 2.9 and MT1-MMP act inh 4.6.
For COc1cc(NC(=O)COC(=O)CO/N=C(\C)c2ccc3c(c2)OCO3)cc(OC)c1OC the results were LMPTP block 0.3, DNMT1 block -1.8, NadD block -1.5, CendR NRP1 mod -11.8, Rpn11 inh inactive, STEP block -1.6, SUMO1 PPI mod -5.5, SKN-1 block 7.3, Scp-1 inhibitor -9.0 and MT1-MMP act inh 4.3.
For CCN(Cc1ccncc1)C(=O)CCc1ccccc1 the results were LMPTP block -1.6, DNMT1 block -1.6, NadD block -4.7, CendR NRP1 mod 9.5, Rpn11 inh inactive, STEP block -1.5, SUMO1 PPI mod 5.3, SKN-1 block 2.6, Scp-1 inhibitor 3.0 and MT1-MMP act inh 0.0.
For Cc1sc2ncn(-n3c(C)ccc3C)c(=O)c2c1C the results were LMPTP block -1.1, DNMT1 block -2.2, NadD block 0.6, CendR NRP1 mod 4.8, Rpn11 inh inactive, STEP block -0.1, SUMO1 PPI mod -7.0, SKN-1 block -12.3, Scp-1 inhibitor -0.3 and MT1-MMP act inh 0.8.
`C=CCN(CC=C)S(=O)(=O)c1ccc(C(=O)Nc2nc3c(s2)CCc2ccccc2-3)cc1` gave LMPTP block 1.2, DNMT1 block 48.6, NadD block 1.1, CendR NRP1 mod -0.1, Rpn11 inh inactive, STEP block 1.7, SUMO1 PPI mod -0.6, SKN-1 block 2.0, Scp-1 inhibitor -7.1 and MT1-MMP act inh 0.5.
CCCCNC(=O)c1cn(-c2ccc(OCC)cc2)c(=O)c2cc(OC)c(OC)cc12 was read as LMPTP block 0.8, DNMT1 block 0.8, NadD block -5.5, CendR NRP1 mod -8.4, Rpn11 inh inactive, STEP block 0.0, SUMO1 PPI mod -1.1, SKN-1 block -24.9, Scp-1 inhibitor 3.2 and MT1-MMP act inh -8.2.
`COC(=O)CN(c1ccc2c(c1)OCO2)S(C)(=O)=O` gave LMPTP block 0.3, DNMT1 block -1.8, NadD block -2.5, CendR NRP1 mod 1.6, Rpn11 inh inactive, STEP block -3.3, SUMO1 PPI mod -1.9, SKN-1 block 7.1, Scp-1 inhibitor 5.5 and MT1-MMP act inh 1.9.
For CN(C)c1cc(-c2ccccc2)nc(-c2ccccc2)n1 the results were LMPTP block 0.9, DNMT1 block 1.1, NadD block 9.6, CendR NRP1 mod 4.0, Rpn11 inh inactive, STEP block 0.1, SUMO1 PPI mod 1.9, SKN-1 block 17.8, Scp-1 inhibitor -2.4 and MT1-MMP act inh 0.2.
C=Cn1cc(CNC[C@H]2O[C@@H](n3cc(C)c(=O)[nH]c3=O)C[C@@H]2O)c(C)n1 was read as LMPTP block -0.8, DNMT1 block 3.8, NadD block 4.3, CendR NRP1 mod -2.3, Rpn11 inh inactive, STEP block -2.3, SUMO1 PPI mod -0.7, SKN-1 block 17.4 and MT1-MMP act inh 0.6.
`COc1cccc(CN2CCNC(=O)C2CC(=O)N(C)Cc2cnccn2)c1OC` (configuration not stated) gave LMPTP block -0.6, DNMT1 block -2.9, NadD block 6.4, CendR NRP1 mod 1.6, Rpn11 inh inactive, STEP block 1.8, SUMO1 PPI mod -1.4, SKN-1 block 7.5, Scp-1 inhibitor -6.4 and MT1-MMP act inh -4.2.
`CCS(=O)(=O)N1CCN(C(=O)c2cccc3ccccc23)CC1` gave LMPTP block -0.9, DNMT1 block 1.5, NadD block -4.4, CendR NRP1 mod -7.8, Rpn11 inh inactive, STEP block 0.6, SUMO1 PPI mod 1.4, SKN-1 block -11.6, Scp-1 inhibitor -2.2 and MT1-MMP act inh 0.8.
`CC(C)Cn1c(-c2ccc(C#N)cc2)nc2c1c(=O)[nH]c(=O)n2CC(C)C` gave LMPTP block 1.1, DNMT1 block -3.8, NadD block -1.9, CendR NRP1 mod 7.1, Rpn11 inh inactive, STEP block 1.1, SUMO1 PPI mod 0.8, SKN-1 block 7.8, Scp-1 inhibitor -4.3 and MT1-MMP act inh 1.8.
For OC1(c2cccc(F)c2)CCN(Cc2ccncc2)CC1 the results were LMPTP block -1.4, DNMT1 block 1.4, NadD block -7.0, CendR NRP1 mod -18.1, Rpn11 inh inactive, STEP block 0.7, SUMO1 PPI mod -4.1, SKN-1 block 0.9, Scp-1 inhibitor -5.2 and MT1-MMP act inh -0.5.
For O=C(COc1cccc(Cl)c1)NCc1ccccc1 the results were LMPTP block -0.5, DNMT1 block 0.1, NadD block 3.5, CendR NRP1 mod -0.1, Rpn11 inh inactive, STEP block -0.8, SUMO1 PPI mod 5.8, SKN-1 block -1.4, Scp-1 inhibitor -5.7 and MT1-MMP act inh 5.2.
`COc1ccccc1N1CCN(C(=O)C(=O)N/N=C/c2ccccc2F)CC1` gave LMPTP block -0.7, DNMT1 block 3.3, NadD block -1.6, CendR NRP1 mod -5.8, Rpn11 inh inactive, STEP block -0.3, SUMO1 PPI mod 0.5, SKN-1 block 17.3, Scp-1 inhibitor -2.7 and MT1-MMP act inh -2.6.
For C=CCNC(=S)Nc1ccc(F)cc1F the results were LMPTP block -0.6, DNMT1 block 0.3, NadD block -0.1, CendR NRP1 mod -2.6, Rpn11 inh inactive, STEP block -1.2, SUMO1 PPI mod 0.2, SKN-1 block 0.3, Scp-1 inhibitor 0.3 and MT1-MMP act inh -0.2.
Screening COc1ccc(NC(=O)c2cc(F)cc(F)c2)cc1Cl returned LMPTP block 1.3, DNMT1 block -4.4, NadD block -2.8, CendR NRP1 mod -7.8, Rpn11 inh inactive, STEP block -0.5, SUMO1 PPI mod -0.1, SKN-1 block -20.3, Scp-1 inhibitor -13.4 and MT1-MMP act inh 0.4.

Molecules above containing a cyano group, in the order listed:
For Cc1ccc(S(=O)(=O)/C(C#N)=C/c2c[nH]c3ccccc23)cc1 the results were LMPTP block 2.8, DNMT1 block -13.8, NadD block -7.0, CendR NRP1 mod 7.8, Rpn11 inh inactive, STEP block -2.7, SUMO1 PPI mod -4.5, SKN-1 block 6.5, Scp-1 inhibitor -17.2 and MT1-MMP act inh 1.0.
`CC(C)Cn1c(-c2ccc(C#N)cc2)nc2c1c(=O)[nH]c(=O)n2CC(C)C` gave LMPTP block 1.1, DNMT1 block -3.8, NadD block -1.9, CendR NRP1 mod 7.1, Rpn11 inh inactive, STEP block 1.1, SUMO1 PPI mod 0.8, SKN-1 block 7.8, Scp-1 inhibitor -4.3 and MT1-MMP act inh 1.8.
